KDM5B inh = inhibitors of human KDM5B histone demethylase. Q9UGL1. KDM5B demethylase, FDH-coupled NADH fluorescence (FDH is formaldehyde dehydrogenase). Potency, µM (highest dose often 57.7 µM), for the others: at the highest dose activity change, negative = inhibition, most hits filed as inhibitors. 220,000 tested, 2.6% active. AID 1347165; active means well fitted inhibition curve with a large enough effect; inconclusive means small, poorly fitted or top-dose-only effect; inactive means no such curve, though single readings can be large or run the other way; further: 0% is about no effect; nearly all actives have a fitted effect of over 70% in size
Target sequence (Q9UGL1 whole entry, looked up): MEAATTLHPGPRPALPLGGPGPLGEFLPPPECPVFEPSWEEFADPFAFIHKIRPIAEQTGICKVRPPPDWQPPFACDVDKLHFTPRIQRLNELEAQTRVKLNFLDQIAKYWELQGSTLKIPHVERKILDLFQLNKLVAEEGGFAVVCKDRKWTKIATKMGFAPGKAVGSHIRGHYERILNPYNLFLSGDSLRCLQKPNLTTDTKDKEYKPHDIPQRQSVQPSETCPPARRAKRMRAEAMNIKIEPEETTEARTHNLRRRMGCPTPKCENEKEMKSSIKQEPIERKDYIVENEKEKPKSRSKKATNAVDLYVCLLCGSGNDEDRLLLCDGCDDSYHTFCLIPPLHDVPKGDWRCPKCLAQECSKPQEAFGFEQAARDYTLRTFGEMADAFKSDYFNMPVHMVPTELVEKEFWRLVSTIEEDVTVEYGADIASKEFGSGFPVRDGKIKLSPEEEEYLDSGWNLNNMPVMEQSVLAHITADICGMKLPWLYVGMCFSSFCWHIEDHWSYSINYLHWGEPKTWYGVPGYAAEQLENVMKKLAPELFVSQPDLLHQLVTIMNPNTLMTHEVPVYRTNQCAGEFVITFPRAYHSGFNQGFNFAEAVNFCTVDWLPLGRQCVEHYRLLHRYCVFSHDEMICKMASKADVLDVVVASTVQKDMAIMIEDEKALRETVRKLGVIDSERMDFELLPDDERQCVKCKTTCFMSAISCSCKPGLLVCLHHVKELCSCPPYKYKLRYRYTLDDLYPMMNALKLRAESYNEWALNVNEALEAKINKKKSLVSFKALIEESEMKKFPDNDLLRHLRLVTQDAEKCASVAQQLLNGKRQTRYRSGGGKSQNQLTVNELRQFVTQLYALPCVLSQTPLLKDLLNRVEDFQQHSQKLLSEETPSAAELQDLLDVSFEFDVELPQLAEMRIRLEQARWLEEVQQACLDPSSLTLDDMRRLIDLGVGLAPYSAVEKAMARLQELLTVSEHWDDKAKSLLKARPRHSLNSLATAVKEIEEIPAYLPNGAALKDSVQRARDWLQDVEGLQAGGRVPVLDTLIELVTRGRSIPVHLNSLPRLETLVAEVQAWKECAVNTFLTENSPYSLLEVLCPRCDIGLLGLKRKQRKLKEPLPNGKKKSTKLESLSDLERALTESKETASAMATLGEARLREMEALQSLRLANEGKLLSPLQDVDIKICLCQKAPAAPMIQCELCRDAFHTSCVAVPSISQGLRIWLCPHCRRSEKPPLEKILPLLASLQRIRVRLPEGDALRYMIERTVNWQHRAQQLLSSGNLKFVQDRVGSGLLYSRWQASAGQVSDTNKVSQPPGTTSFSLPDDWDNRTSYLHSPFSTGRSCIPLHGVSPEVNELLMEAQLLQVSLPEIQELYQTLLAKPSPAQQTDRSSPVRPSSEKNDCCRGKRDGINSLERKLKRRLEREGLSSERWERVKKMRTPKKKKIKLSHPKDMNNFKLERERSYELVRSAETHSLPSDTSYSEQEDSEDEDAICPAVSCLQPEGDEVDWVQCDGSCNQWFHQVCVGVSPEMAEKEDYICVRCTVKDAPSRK
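KDM5BΔAP (200 nM final) in 50 mM HEPES pH 7.5, 0.01% Tween-20 was preincubated 10 min at RT with compound over a concentration range. Substrate mix (H3K4me3 12.5 µM, α-KG 25 µM, Fe²⁺, ascorbate, NAD⁺, FDH) was added, and NADH fluorescence change over 30 min gave dose-response curves.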
* = called active by the depositor; i = inactive; ? = inconclusive; [ ] = dose if it differs, or a comment. Potency means the concentration at half of the fitted maximal effect.

KDM5B inh	Structure
11%	CCOCN(C(=O)Cn1c(C)nc2ccccc21)c1c(C)cccc1CC
29%	O=C1CC(c2ccccc2)N(C(=O)CNC(=O)Nc2ccccc2F)CCCCCN1 (stereo not drawn)
-12%	CCOc1cccc(C(=O)Nc2ccc3oc(-c4ccc(OC)cc4)nc3c2)c1
5%	Clc1ccc(C2=Nn3c(nnc3-c3ccccn3)SC2)cc1
2%	O=C(CSc1nnnn1-c1ccccc1)c1ccc(Cl)s1
?	Nc1c(C(=O)Nc2ccccc2Br)sc2nc(-c3cccs3)ccc12
-10%	O=C(/C=C/c1ccc(Cl)cc1)Nc1nc(-c2cccs2)ns1
17%	CC(Sc1ccccc1Cl)C(=O)NCCC(=O)N1CCCCC1 (stereo not drawn)
-27%	O=C(CSc1ncc2c(n1)-c1ccccc1N(Cc1ccc(F)cc1)S2(=O)=O)c1ccc(Br)cc1
-15%	COc1cccc(N2CCN(C(=O)c3ccc4c(=O)n(CCc5ccccc5)c(=O)[nH]c4c3)CC2)c1
-20%	CCOC(=O)CC(NC(=O)c1cc2cc(Br)cc(OC)c2oc1=O)c1ccc(OC)cc1 (stereo not drawn)
0%[86.2 µM]	O=c1cc(-c2cccnc2)oc2c(-c3ccccc3Oc3ccccc3)nccc12
?	O=C(CCc1nc2ccccc2s1)N1CCC(Cc2nc(C3CC3)n[nH]2)CC1
?	CCN1c2cc(C(=O)NCc3ccccc3)ccc2C(=O)N2CCCCC21 (stereo not drawn)
-23%[86.2 µM]	FC(F)(F)c1cccc(-c2cc(-c3ccncc3)c3cncn3c2)c1
-14%	COc1ccc(CN2C=C(C(=O)OCc3nc(-c4cccc(C)c4)no3)C(C)=NS2(=O)=O)cc1
?	CCCCn1cc(S(=O)(=O)c2ccc(OC)cc2)c(=O)c2cc(F)c(N3CCOCC3)cc21
83%[activator]	Cc1cc(C)n2ncc(/C(N)=N/OC(=O)Nc3ccc(Cl)cc3)c2n1
-9%	CCc1ccc(N(CC(=O)Nc2ccccc2C(=O)NCC2CCCO2)S(C)(=O)=O)cc1 (stereo not drawn)
?	Cc1ccc(NC(=O)CN2CCN(c3ccc(C(F)(F)F)cn3)CC2)c(F)c1
22%	Cc1cccc(C)c1NC(=O)COC(=O)Cn1cnc2c1c(=O)n(C)c(=O)n2C
2%	COC(=O)C1=C(CN2CCN(C)CC2)NC(=O)NC1c1ccc(C)cc1 (stereo not drawn)
?	CCN1c2cc(C(=O)Nc3cc(F)ccc3F)ccc2C(=O)N2CCCCCC21 (stereo not drawn)
13%	Cn1cnc(S(=O)(=O)N2CCC(C(=O)NCc3ccccc3Cl)CC2)c1
3%	O=c1c2ccccc2ncn1-c1ccc(Cl)cc1
-8%	Cc1nc(-c2ccc(OC3CCN(C(=O)c4nn(C)c5ccccc45)C3)cc2)no1 (stereo not drawn)
-9%	Oc1ccc(C2(c3ccc(O)cc3)CCCC2)cc1
13%	Cc1cc(C)c2c(=O)cc(C(=O)N(Cc3cccs3)C3CCS(=O)(=O)C3)oc2c1 (stereo not drawn)
36%[86.2 µM]	COc1cccc(C(=O)N2CCC(N3CCCCCC3=O)CC2)c1
-5%	O=C(c1cc(-c2ccc(F)cc2)nc2ccccc12)N1CCN(Cc2ccncc2)CC1
-5%	NC(=O)NC(CC(=O)NCc1ccc2c(c1)OCO2)c1ccccc1Cl (stereo not drawn)
-14%	CCn1nc(C)cc1C(=O)NCc1cccnc1Oc1ccccc1C
-10%	Cc1ccc(C)c(NC(=O)Cn2nnc(C(=O)NCc3ccccc3Cl)c2N)c1
?	Cc1ccc2[nH]c(=O)c3cc(C(=O)NCc4cccc(Cl)c4)sc3c2c1
-30%	COc1ccccc1-c1nnc(SCC(=O)c2ccc(Cl)cc2)n1-c1ccccc1
-29%	Cc1cc(NCCNc2ccc(C#N)cn2)nc(C)n1
-20%	Cc1ccn2c(=O)cc(CSc3ccc4ccccc4n3)nc2c1
-29%	Cc1[nH]c2ccccc2c1C(=O)COC(=O)c1ccccn1
16%	COCCOC(=O)c1oc2c(c1C)C(=O)CC(c1ccco1)C2 (stereo not drawn)
?	COC(=O)c1c(NC(=O)CCCOc2ccc(C)cc2)sc2c1CCCC2
8%	CN(C)CCn1cc(C(=O)c2cc(F)ccc2O)cc1-c1nc2ccccc2c(=O)[nH]1
-16%	COc1ccc(NC(=O)N[C@H]2CO[C@H]3[C@@H]2OC[C@H]3OC(=O)Nc2ccc(Oc3ccccc3)cc2)cc1
-19%	N#Cc1ccccc1CSc1nnc2ccc3ccccc3n12
-6%	COc1cccc(CNC(=O)CSc2c3c(nc4ccc(Cl)cc24)CCCC3)c1OC
17%[86.2 µM]	CCOCCN1C(=O)COC[C@@H]1[C@H](O)c1ccc(NC(=O)C(CC)CC)cc1
12%	CC1=C(C)C(c2cn(C)c3ccccc23)N(C(C)(C)C)C1=O (stereo not drawn)
7%	CC(=O)Nc1ccc(S(=O)(=O)N2CCc3ccccc3C2CC(=O)O)cc1 (stereo not drawn)
-27%	Cc1ccc(Cn2cc3c(n2)-c2c(oc(C(=O)Nc4ccc(F)cc4F)c2C)CC3)cc1
10%	CN1C(=O)C(NC(=O)C(=O)NCc2ccncc2)c2ccccc21 (stereo not drawn)
7%	Cc1nnc(N2CCN(c3ccc(Cl)cc3)CC2)c2c1nnn2Cc1ccc(F)cc1

Given with each value named: entries from further up.
> Cc1[nH]c2ccccc2c1C(=O)COC(=O)c1ccccn1
  KDM5B inh: -29%
> COCCOC(=O)c1oc2c(c1C)C(=O)CC(c1ccco1)C2 (stereo not drawn)
  KDM5B inh: 16%
> COC(=O)c1c(NC(=O)CCCOc2ccc(C)cc2)sc2c1CCCC2
  KDM5B inh: ?

Going on with the list:
KDM5B inh	Structure
-15%	O=C(O)Cn1cc(/C=N/NC(=O)c2cc3cc(Br)ccc3o2)c2ccccc21
21%	Cc1cc(Cl)ccc1S(=O)(=O)NCCCC(=O)O
2%	Cc1nc(-c2cccs2)c(CCC(=O)N2CCN(c3cccc(Cl)c3)CC2)s1
11%[115 µM]	COc1ccccc1C(=O)N1CCC2(CC1)C(=NC1CCCCC1)NC(=O)N2c1cc(F)cc(F)c1
i	COCc1nc2nccc(-c3ccc(OC)cc3)n2n1
-8%	COc1cc(C2NC(=O)NC(C)=C2C(=O)Nc2cc(C)cc(C)c2)ccc1O (stereo not drawn)
2%	O=C(Nc1cccc(-c2nnc3n2CCCC3)c1)c1cc(C2CC2)[nH]n1
-21%[115 µM]	O=C(O)CCC(=O)N1Cc2ccccc2CC2(CCCN2Cc2ccccc2)C1 (stereo not drawn)
?	O=S(=O)(NCc1ccccc1)c1ccc2[nH]c3c(c2c1)CCCCC3
14%	CCn1nc(-c2cccc(-c3ccnn3C)c2)nc1N(C)C
-3%	NNS(=O)(=O)c1ccc2c(c1)Cc1cc(S(=O)(=O)NN)ccc1-2
17%	Cc1c(Cl)cccc1N(CC(=O)N1CCc2ccccc2C1)S(C)(=O)=O
?	Nc1cccn2nc(-c3cccnc3)nc12
28%	Cc1noc(C2CCCCCN2C(=O)c2ccoc2)n1 (stereo not drawn)
15%	COc1cc(NC(=O)CSc2nnc(-c3ccncc3)o2)cc(OC)c1OC
-10%	CC(C)N1CCCC(CNC(=O)CCc2c[nH]c3ccccc23)C1 (stereo not drawn)
4%[86.2 µM]	CCNC(=O)Nc1ccc([C@@H](O)[C@H]2COCC(=O)N2CC)cc1
37%	Cc1cccc(OC(C)C(=O)Nc2cc(Cl)ccc2-n2cncn2)c1 (stereo not drawn)
?	Cc1ccc(Cl)cc1NC(=O)c1ccc(-c2nc(CSc3ccccc3)c(C)o2)cc1
-7%	O=C(c1ccsc1)N1CCCCCC1c1nc(-c2cccnc2)no1 (stereo not drawn)
-14%	O=C(O)C(c1c[nH]c2cc(Cl)ccc12)N1CCN(C/C=C/c2ccccc2)CC1 (stereo not drawn)
?	Cc1cccc(C(=O)N/N=C/c2ccc(N(C)C)cc2)c1
10%	C=CCNC(=O)COCC(=O)O
26%	CCCCOC(=O)C[N+](C)(C)CCOC1CC2CCC1(C)C2(C)C (stereo not drawn)
-6%	O=C(Cn1nc2c(cc1=O)CCCC2)N1CCC(c2noc3cc(F)ccc23)CC1
32µM*	O=C1CC2(CCN(C(=O)c3ccccn3)CC2)Oc2ccccc21
-14%	C/C(=N\NC(N)=S)C1CCCCCCCCCCC1
-18%[115 µM]	COCC(=O)N(C)Cc1ccc(F)cc1
15%	CCCCCCNc1nc2c(c(=O)[nH]c(=O)n2C)n1CC(O)COC(C)C (stereo not drawn)
25%	O=C(NCC(c1cccnc1)N1CCc2ccccc2C1)C(=O)Nc1ccccc1F (stereo not drawn)
144%[activator]	CNc1nc(-c2ccc(N(C)S(C)(=O)=O)cc2)cs1
0%	O=C(NCCc1ccccn1)C1CC(=O)N(c2n[nH]c3cccc(F)c23)C1 (stereo not drawn)
6%	COCCN1CCOC[C@H]2CCN(C(=O)C(C)C)C[C@H]21
6%	CC(C)c1ccc(NC(=O)Cn2c(=O)n(CCc3ccccc3)c(=O)c3ccccc32)cc1
?	Cc1ccc(C(C[N+](=O)[O-])c2c(N)n(C)c(=O)n(C)c2=O)cc1 (stereo not drawn)
-3%	CC1=C(C(=O)OC(C)C)C(c2ccccc2Cl)CC(=O)N1Cc1cccc(F)c1 (stereo not drawn)
5%	CCc1nnc(SCC(=O)Nc2ccc(OC)c(OC)c2)c2cc3occc3n12
?	CC(=O)Nc1ccc(S(=O)(=O)N2C[C@@H]3C[C@H](C2)c2ccc(-c4ccc(OC(F)(F)F)cc4)c(=O)n2C3)cc1
8%	C[C@H]1[C@@H]2[C@@H](O)C([C@H](C)C(=O)NCCN3CCOCC3)CC[C@@]2(C)CC[C@@H]1NC(=O)c1cncnc1 (stereo partly drawn)
33%	CCCOc1ccc(CCC(=O)N/N=C/c2ccncc2)cc1
?	O=C(CCCc1nc(-c2ccncc2)no1)N1CCCC2(CCNCC2)CC1
8%	CCCc1cc(=O)[nH]c(Nc2nc(C)c3cc(C)c(C)cc3n2)n1
13%	O=C(c1ccc(Cl)cc1)c1ccccc1C(=O)N1CCN(C(=O)CC2CCCC2)CC1
-24%	COc1ccc(CNC(=O)C2CCN(C(=O)c3cc4c(=O)[nH]c(C)cn4n3)CC2)cc1
5%	O=C(CC1CCN(C(=O)c2ccccc2F)C1)NCc1ccccc1 (stereo not drawn)
?	COc1ccc(C2=CC(c3ccc(N(C)C)cc3)n3nnnc3N2)cc1 (stereo not drawn)
?	O=C(Nc1ccc(Cl)cc1)NC1CCCN(c2nc3ncccc3o2)C1 (stereo not drawn)
?	O=C(Nc1ccc(S(=O)(=O)Nc2cnc3ccccc3n2)cc1)c1cccc(OC(F)F)c1
-26%	CCOCCOC1CCN(C(=O)NCCc2ccccc2)CC1
-26%	O=C(NC1CCN(Cc2ccccc2)CC1)C1CC(=O)N(c2n[nH]c3cccc(F)c23)C1 (stereo not drawn)

Other structures.
KDM5B inh	Structure
2%[149 µM]	Cc1ccc(-c2ccccc2CN)c(C)c1
0%	O=C(c1ccccc1F)N1CC(N(Cc2cccnc2)C(=O)Nc2ccccc2)C1
28µM*	COc1ccccc1-c1nc2cnccn2c1NCCC(=O)Nc1cc(F)ccc1F
2%	COc1cc2c(cc1OC)C(COc1ccc3c(C)cc(=O)oc3c1)N(C(=O)c1ccccc1F)CC2 (stereo not drawn)
3%	Cc1ccc(CSC2=Nc3ccccc3C3=NC(CCC(=O)NCc4cccs4)C(=O)N23)c(C)c1 (stereo not drawn)
26%	CCOC(=O)C(=O)N/N=C/c1ccc(F)cc1
14%	O=C(O)c1cc(Br)ccc1I
-15%	CN(C)C[C@@H]1CN(S(C)(=O)=O)C[C@H]1NC(=O)c1cccn1C
-34%	CN1C(=O)C(c2ccccc2)CC12CCN(c1ccnc(N)n1)CC2 (stereo not drawn)
-25%	NC(=S)N/N=C1\CCOc2ccc(F)cc21
-11%	O=C1CC(c2noc(-c3ccoc3)n2)CN1C1CCCCC1 (stereo not drawn)
-20%	NC(=O)c1nn(CC(=O)Nc2cccc3cccnc23)c(=O)c2ccccc12

Among those listed so far, 14 contain an NH in an aromatic ring.
KDM5B inh	Structure
-15%	COc1cccc(N2CCN(C(=O)c3ccc4c(=O)n(CCc5ccccc5)c(=O)[nH]c4c3)CC2)c1
?	O=C(CCc1nc2ccccc2s1)N1CCC(Cc2nc(C3CC3)n[nH]2)CC1
?	Cc1ccc2[nH]c(=O)c3cc(C(=O)NCc4cccc(Cl)c4)sc3c2c1
-29%	Cc1[nH]c2ccccc2c1C(=O)COC(=O)c1ccccn1
8%	CN(C)CCn1cc(C(=O)c2cc(F)ccc2O)cc1-c1nc2ccccc2c(=O)[nH]1
2%	O=C(Nc1cccc(-c2nnc3n2CCCC3)c1)c1cc(C2CC2)[nH]n1
?	O=S(=O)(NCc1ccccc1)c1ccc2[nH]c3c(c2c1)CCCCC3
-10%	CC(C)N1CCCC(CNC(=O)CCc2c[nH]c3ccccc23)C1 (stereo not drawn)
-14%	O=C(O)C(c1c[nH]c2cc(Cl)ccc12)N1CCN(C/C=C/c2ccccc2)CC1 (stereo not drawn)
15%	CCCCCCNc1nc2c(c(=O)[nH]c(=O)n2C)n1CC(O)COC(C)C (stereo not drawn)
0%	O=C(NCCc1ccccn1)C1CC(=O)N(c2n[nH]c3cccc(F)c23)C1 (stereo not drawn)
8%	CCCc1cc(=O)[nH]c(Nc2nc(C)c3cc(C)c(C)cc3n2)n1
-24%	COc1ccc(CNC(=O)C2CCN(C(=O)c3cc4c(=O)[nH]c(C)cn4n3)CC2)cc1
-26%	O=C(NC1CCN(Cc2ccccc2)CC1)C1CC(=O)N(c2n[nH]c3cccc(F)c23)C1 (stereo not drawn)

Source: PubChem (National Center for Advancing Translational Sciences (NCATS))

An excerpt; rates above refer to the full screens.
